Screening data from PubChem.
PTHR1 ag: PTHR1 (human) receptor agonism; Q03431; HEK293 GP2 PTHR1 cells, GloSensor cAMP luminescence, 1 h; Potency, µM (series often up to 115 µM), for inactives: at the highest dose activation, usual class: activators; hit rate 0.075% among 410,000; AID 743266; note: potency is the fitted concentration of half-maximal effect; nearly all actives have a fitted effect of over 55% in size; some results filed as inactive show a strong effect at the top dose; inactives centre near -15; many of its hits are not listed in these tables
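HEK-293-derived GP2 cells expressing PTHR1 and a GloSensor cAMP reporter, 3,000/well, plated overnight, given luciferin plus IBMX (each 0.5 mM as added) for 1 h at 37 °C, then compound for 1 h at 37 °C. Luminescence was read after 15 min at room temperature.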
pAkt inh: Akt phosphorylation inhibition; hit rate 0.32% among 360,000; AID 651550; Neuro2A IGF-stimulated pAkt S473 HTRF, 20 min; hits give low values; activity change, % for hits at 50 µM; in the data active = activity change below about -80%; inconclusive = mostly about -51% to -80%; note: % is set by controls: 0 for no effect and ±100 for the full control effect
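Single-point screen (50 µM final compound) in Neuro2A cells stimulated 20 min with 6 nM IGF at 37 deg C. After lysis, Ser473-phosphorylated Akt read by HTRF (ex 330 nm, em 615/665 nm) as the 665/615 ratio.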
aSyn yeast inh: alpha-synuclein toxicity inhibition in yeast; Yeast expressing alpha-synuclein, growth rescue, BacTiter-Glo, 24 h; Potency, µM (titrated, usually from 46.1 µM), for the others: at the highest dose growth rescue (activation), actives largely listed as activators; hit rate 0.14% among 370,000; note: potency is the fitted concentration of half-maximal effect; % of control where 0% means no effect; nearly all actives have a fitted effect of over 65% in size
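Rescue of yeast growth: cells expressing toxic alpha-synuclein, induced in galactose at OD600 0.02, incubated with compound 24 h at 30 C. ATP luminescence quantified growth; inhibitors of toxicity appear as activators.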
FUS yeast rescue: rescues growth of FUS-expressing yeast; Potency, µM (titrated, usually from 76.6 µM), for inactives: at the top dose growth rescue (activation), usual class: activators; S. cerevisiae FUS-expressing, growth rescue, OD600, 24 h; hit rate 0.24% among 390,000;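 note: potency is the fitted concentration of half-maximal effect; plate controls were DMSO vehicle for no effect and reference control for full effect; nearly all actives have a fitted effect of over 55% in size; some results filed as inactive show a strong effect at the top dose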
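Compound concentration series was pinned onto galactose-induced FUS-expressing yeast seeded at OD 0.005. Plates sat 24hr at 30C; absorbance at 600 nm gave growth. DMSO served as background control.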
GLP1R inv ag: inverse agonists of human GLP-1 receptor | hit rate 1.6% among 410,000 | Potency, µM (series often up to 38.3 µM), inactives show at the top dose activity change, negative = inhibition, hits mostly inhibitors | AID 624417 | HEK293 GLP-1R CRE-luciferase, luminescence, 24 h; GLP-1R form is constitutively active; note: potency is the fitted concentration of half-maximal effect; % is set by controls: 0 for no effect and ±100 for the full control effect; nearly all actives have a fitted effect of over 55% in size
Target sequence (P43220 whole entry, looked up): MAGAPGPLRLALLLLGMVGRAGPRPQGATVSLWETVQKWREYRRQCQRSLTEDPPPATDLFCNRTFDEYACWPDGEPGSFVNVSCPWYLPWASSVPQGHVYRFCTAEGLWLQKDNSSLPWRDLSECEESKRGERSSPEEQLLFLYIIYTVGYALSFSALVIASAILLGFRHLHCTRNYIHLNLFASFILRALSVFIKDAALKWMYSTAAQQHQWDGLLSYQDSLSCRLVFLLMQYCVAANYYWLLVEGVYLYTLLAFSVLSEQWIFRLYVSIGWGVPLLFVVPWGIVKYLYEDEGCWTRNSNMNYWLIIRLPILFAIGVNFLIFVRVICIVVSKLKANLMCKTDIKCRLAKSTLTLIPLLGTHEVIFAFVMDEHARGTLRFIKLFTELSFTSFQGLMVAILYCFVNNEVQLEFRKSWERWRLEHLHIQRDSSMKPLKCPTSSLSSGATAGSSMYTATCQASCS
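Inverse agonism was detected as reduced cAMP-driven luciferase luminescence after 24 h compound treatment. The cells were HEK293 clones expressing constitutively active human GLP-1R with the reporter. Reporter-only and GPR119 cell lines served as counterscreen controls.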
GLP-1R agonist: activates the human GLP-1 receptor; hit rate 0.007% among 380,000; HEK293 GLP-1R CRE-luciferase, luminescence, 4-6 h; cells express a hypersensitive GLP-1R form; P43220; Potency, µM (doses to about 45.6 µM), inactives show at the top dose activation, actives largely listed as activators; AID 624172; note: potency is the fitted concentration of half-maximal effect; % of control where 0% means no effect
TDP43 rescue: TDP-43 toxicity inhibition in yeast; Potency, µM (top dose mostly 46.1 µM), for inactives: at the highest dose growth rescue (activation), actives largely listed as activators; hit rate 1.8% among 410,000; TDP-43 expressing yeast growth rescue, BacTiter-Glo, 24 h; AID 652104; note: potency is the fitted concentration of half-maximal effect; % of control where 0% means no effect; nearly all actives have a fitted effect of over 50% in size
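Cell-based yeast growth screen: TDP-43 expression induced in galactose, inoculum OD600=0.02 after raffinose pregrowth to mid-log. Read-out BacTiter-Glo luminescence at 24 hr, 30 deg C; inhibition of toxicity seen as signal increase.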
D3 antag: D3 dopamine receptor (human) antagonism. max response, negative = inhibition, %. hit rate 2.5% among 360,000. D3R cells, DiscoveRx beta-arrestin luminescence, antagonist mode; hits give low values; in the data active = max response below about -50%; inconclusive = no clear call, values can overlap the other calls; note: % is set by controls: 0 for no effect and ±100 for the full control effect; mostly tested at two doses, the higher about 12 µM
Target sequence (P35462 whole entry, looked up): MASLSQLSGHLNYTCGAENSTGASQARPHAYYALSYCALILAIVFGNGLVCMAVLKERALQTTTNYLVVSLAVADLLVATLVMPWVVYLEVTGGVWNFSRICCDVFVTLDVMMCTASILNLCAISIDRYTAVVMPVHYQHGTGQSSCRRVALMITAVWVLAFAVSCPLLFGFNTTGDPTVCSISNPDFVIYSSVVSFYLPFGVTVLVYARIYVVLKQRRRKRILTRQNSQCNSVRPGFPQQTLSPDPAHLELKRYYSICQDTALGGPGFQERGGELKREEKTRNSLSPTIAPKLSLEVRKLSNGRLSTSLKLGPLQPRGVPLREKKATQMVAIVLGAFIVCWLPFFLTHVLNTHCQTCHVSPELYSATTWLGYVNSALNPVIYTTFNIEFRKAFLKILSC
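Cells plated overnight at 1500 cells/well, then exposed to library compounds with dopamine controls for 90 minutes at 37 degrees C. DiscoveRx reagent added for 30–60 minutes at room temperature; luminescence read, quantitative HTS format.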
Abeta yeast res: compounds reversing amyloid beta toxicity in yeast; yeast expressing A-beta42, growth rescue, OD600, 48 h; response scale: 0% DMSO, 100% iron-clioquinol control; Potency, µM (titrated, usually from 46.1 µM), for inactives: at the top dose growth rescue, usual class: activators; hit rate 0.063% among 410,000; AID 1347071; note: potency is the fitted concentration of half-maximal effect; nearly all actives have a fitted effect of over 55% in size
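Growth rescue measured by 600 nm absorbance after 48 h yeast culture at 30 C with compound. Values normalized between DMSO and an equimolar ferric chloride plus clioquinol control.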
The depositor's hits bear a star; i = inactive; ? = inconclusive; / = not tested or not shown; [ ] = another dose, or the depositor's remark. Unless noted, calls come from the whole dose curve; as a rule, active = well fitted curve in the direction sought with a large enough effect; inconclusive = small, poorly fitted or top-dose-only effect, or another doubt; inactive = no such curve, though single readings can be large; an effect the other way counts as inactive or inconclusive. This is a subset, so the mix of outcomes need not match the whole.

SMILES	PTHR1 ag	pAkt inh	aSyn yeast inh	FUS yeast rescue	GLP1R inv ag	GLP-1R agonist	TDP43 rescue	D3 antag	Abeta yeast res
COc1ccc2c(c1)C1CC(C)(NC(=O)C1S(=O)(=O)c1ccc(F)cc1)O2 (stereo unspecified)	i	i	-3%	/	-24%	0%	0%	1	-12%
CCc1cc(=O)oc2c3c(cc(OCC(=O)NCc4ccccn4)c12)OC(C)(C)CC3	-4%	i	-4%	?	40%[activator]	26%	23%	-2	-9%
Cc1nc([N+](=O)[O-])cn1Cc1cccc([N+](=O)[O-])c1	-9%	i	-5%	0%	6%	0%	-20%	-19	5%
CCCc1nnc2n1N=C(c1ccc(C)cc1)CS2	-15%	i	5%	9%	8%	17%	20%	-9	/
Cc1ccc(S(=O)(=O)C(CNC(=O)C(=O)NCCc2ccc(Cl)cc2)c2ccco2)cc1 (stereo unspecified)	-32%	/	/	-4%	-4%	/	-22%	/	-12%
CCOc1ccccc1N(C(=O)c1ccco1)C(C(=O)NC1CCCC1)c1cccnc1 (stereo unspecified)	-8%[57.5 µM]	i	3%	8%	1%	-4%	-9%	0	1%
CCc1c(C)nc2[nH]nc(-c3ccccc3)n2c1=O	-14%	i	3%	1%	8%	3%	29%	-13	-5%
N#Cc1ccccc1CSc1nnc(-c2ccccc2)o1	-39%[inhibitor]	/	9%	-10%	17%	-4%	?	/	-20%
Cc1nn(-c2cc(N3CCCCC3)ccc2N)c(=O)c2ccccc12	i	i	1%	9%	7%	11%	-12%	5	2%
COC(=O)c1c(C)noc1-c1snnc1C	-21%	i	-2%	-2%	7%	-5%	3%	7	3%
COc1ccc(C(=O)NC(=S)Nc2ccc(N3CCOCC3)cc2)cc1Cl	-14%	i	1%	24%	?	13%	?	-14	?
CCC(C)(C)n1nnnc1C(c1ccc(Cl)cc1)N1CCN(C)CC1 (stereo unspecified)	-13%	i	-14%	5%	?	1%	14%	0	16%

Random excerpt: 4 compounds from above, in no set order.
SMILES	PTHR1 ag	pAkt inh	aSyn yeast inh	FUS yeast rescue	GLP1R inv ag	GLP-1R agonist	TDP43 rescue	D3 antag	Abeta yeast res
COC(=O)c1c(C)noc1-c1snnc1C	-21%	i	-2%	-2%	7%	-5%	3%	7	3%
CCc1c(C)nc2[nH]nc(-c3ccccc3)n2c1=O	-14%	i	3%	1%	8%	3%	29%	-13	-5%
CCc1cc(=O)oc2c3c(cc(OCC(=O)NCc4ccccn4)c12)OC(C)(C)CC3	-4%	i	-4%	?	40%[activator]	26%	23%	-2	-9%
Cc1nn(-c2cc(N3CCCCC3)ccc2N)c(=O)c2ccccc12	i	i	1%	9%	7%	11%	-12%	5	2%

Further entries
SMILES	PTHR1 ag	pAkt inh	aSyn yeast inh	FUS yeast rescue	GLP1R inv ag	GLP-1R agonist	TDP43 rescue	D3 antag	Abeta yeast res
COc1cc(/C=N/Nc2nc(C)cc(C)n2)ccc1OC(=O)c1ccco1	i	i	-9%	/	13%	3%	?	-3	6%
CCCN1CNC(=S)N(c2ccccc2OCC)C1	i	i	-2%	/	4%	-1%	12%	4	1%
CCC1Sc2ccc(S(=O)(=O)CCC(=O)N3CCc4ccccc43)cc2NC1=O (stereo unspecified)	-18%	i	-5%	-16%	5%	6%	6%	1	15%
CCOC(=O)/C(=N\Nc1ccccc1Cl)N(C)C1CCS(=O)(=O)C1 (stereo unspecified)	-3%	i	8%	19%	-28%	11%	-15%[0.397 µM]	0	1%
C/C(=N\NC(=O)c1ccncc1)c1ccc(N2CCOCC2)cc1	-72%[inhibitor]	i	-8%	-5%	2%	1%	1%	-19	-4%
CCOC(=O)C1CCCN(C(=O)c2cc(-c3ccncc3)nc3ccccc23)C1 (stereo unspecified)	-14%	i	2%	-4%	-1%	6%	25%	18	-2%
COC(=O)c1cnc(Oc2ccc(NC(=O)NC(=O)c3c(F)cccc3F)cc2)cc1C(F)(F)F	i	i	3%	0%	12%	8%	-2%	18	8%
CCC(CC)NC(=O)COC(=O)c1ccc2c(c1)C(=O)N(Cc1ccco1)C2=O	-3%	i	-2%	-3%	-10%	9%	7%	-1	-9%
COC(=O)Cc1[nH]nc2c1C1(C(=O)N(Cc3ccc(Cl)cc3)c3ccccc31)C(C#N)=C(N)O2 (stereo unspecified)	-14%	i	-4%	38%	-25%	1%	-4%	-14	9%
O=C(Nc1cccc(S(=O)(=O)N2CCCCC2)c1)C1CC1	-33%[inhibitor]	i	-4%	-1%	4%	1%	16%	-27	13%
CC(=O)NCCNC(=O)C1(C)Cc2c(-c3cccc(C(F)(F)F)c3)ccnc2O1 (stereo unspecified)	i	i	3%	16%	-9%	-6%	19%	22	3%
COc1cc(NC(=O)CCCNC(=O)Cn2cnc3sc(C)c(C)c3c2=O)cc(OC)c1OC	21%	i	-7%	0%	-13%	6%	-17%	-18	-18%
O=C(Nc1ccc(Cl)cc1)C1CCN(C(=O)NC2CCCCC2)CC1	i	i	1%	17%	0%	2%	8%	14	-7%
Cc1noc(/C=C/N(C)C)c1S(=O)(=O)N1CCCC(C(=O)NC(C)c2ccccc2)C1 (stereo unspecified)	i	i	-2%	49%	0%	-11%	-18%	5	1%
CCOC(=O)CCc1c(C)c2ccc(OC3CCCCC3=O)c(C)c2oc1=O (stereo unspecified)	-6%	i	4%	-21%	15%	14%	25%	15	-2%
CC(C)c1ccc(N2C(=O)CC(NNC(=O)c3ccccc3Cl)C2=O)cc1 (stereo unspecified)	-4%	i	3%	30%	2%	3%	-14%	-7	-3%
C/C(Cn1cnc([N+](=O)[O-])n1)=N\NC(=O)c1ccc(Br)cc1	-16%	i	3%	14%	3%	-9%	16%	3	-10%
O=C(CSc1nc(O)c(Cc2ccccc2)c(=O)[nH]1)c1ccccc1	i	i	3%	20%	33%[activator]	1%	-13%	-18	25%
CS(=O)(=O)c1ccc(Cl)c(NC(=O)c2cccc(Br)c2)c1	-23%	i	-1%	-2%	10%	3%	16%	-6	-13%
CCc1ccc(OCC(=O)N(C)C)c(Br)c1	i	i	-8%	-16%	0%	6%	-7%	8	11%
Cc1cc(C)n(S(=O)(=O)c2cc(Cl)ccc2Cl)n1	-22%	-121%*	7%	-1%	?	0%	?	-18	-19%
CCN(CC)C(=O)CSc1ncnc2c1nnn2-c1ccc(F)cc1	-24%[57.5 µM]	i	?	-5%	-25%	-9%	2%	6	2%
CC(C)C(=O)Nc1nnc(-c2ccccc2)o1	i	i	-1%	6%	15%	-1%	?	8	2%
CC/C(=N/Nc1ccc(Cl)cc1)c1cnnc(SC)n1	i	i	12%	1%	-20%	4%	8%	13	-2%
CC(C)(C)SCCNC(=O)CN1C(=O)c2ccccc2S1(=O)=O	-13%	i	7%	-13%	?	-1%	0%	20	7%
CCN(CC)S(=O)(=O)c1ccc(NC(=S)Nc2ccccc2)cc1	i	i	1%	-14%	-4%	6%	12%	5	-12%
CCOc1ccc(C(=O)NC(=S)Nc2ccc(N3CCC(C)CC3)cc2)cc1[N+](=O)[O-]	0%[57.5 µM]	i	2%	?	?	-7%	26%	?	15%
Cn1c2ccccc2n2c(=O)cc(-c3ccccc3)c(C#N)c12	-10%	i	2%	-29%	56%[activator]	9%	-3%	-8	4%
C[C@@H](C(=O)Nc1ccc2ccccc2c1)[C@@H]1C[C@@]1(C)[C@@H](N)c1ccccc1	i	i	-5%	-17%	-10%	11%	12%	-8	3%
CCC(C(=O)NCCN1CCOCC1)n1c2ccccc2c2nc(=O)cc(C)n21 (stereo unspecified)	i	i	-2%	-10%	16%	2%	-15%	-3	-11%
CC1=NCC(C)c2c1[nH]c1ccccc21 (stereo unspecified)	-6%	i	-7%	6%	0%	3%	-7%	-20	-4%
CCOC(=O)CSc1nc2c(sc3cccc(F)c32)c(=O)n1Cc1ccc(OC)cc1	-6%	/	/	-17%	8%	-1%	8%	/	0%
COc1cccc(-c2ccc(SCC(=O)NCCc3ccccc3)nn2)c1	i	i	-1%	1%	4%	6%	0%	14	-4%
COc1ccc2cc(S(=O)(=O)N3CCOCC3)ccc2c1	i	i	4%	7%	3%	1%	12%	-20	-7%
Cc1[nH]c2ccccc2c1C(=O)COC(=O)c1ccccc1O	-25%	i	-1%	-6%	-12%	-12%	12%	7	0%
CSc1cccc(NC(=S)NN(C)C)c1	i	i	9%	-13%	-7%	-1%	21%	5	?
Fc1ccc(CNCCCSc2nnnn2-c2ccccc2)cc1	-20%	/	/	8%	?	/	0%[9.22 µM]	/	-7%
CCOc1cc(C2NC(=O)NC(O)(C(F)(F)F)C2C(=O)c2ccccc2)ccc1OC (stereo unspecified)	?	i	3%	18%	-2%	5%	17%	-14	12%
COc1cccc(OC(=O)CSc2nnc(-c3ccccc3Br)o2)c1	i	i	-9%	23%	9%	-6%	3%	-26	-2%
Cc1ccc(C)c(C(=O)COC(=O)c2cc([N+](=O)[O-])ccc2N2CCOCC2)c1	-21%	i	2%	12%	2%	-4%	18%	-25	9%
COc1ccc(Cl)cc1NC(=O)CNc1ccccc1CN(C)C1CCCCC1	-20%	i	4%	19%	?	9%	-12%	-15	-6%
CCOC(=O)/C=C/C(=O)OCC(=O)Nc1cccc(Br)c1	i	i	-53%[inhibitor]	9%	29%	4%	?	-22	-35%
COc1ccc(C(c2nnnn2CS(=O)(=O)c2ccc(C)cc2)N2CCN(c3ncccn3)CC2)cc1 (stereo unspecified)	i	i	2%	-20%	8%	0%	-2%	-4	-5%
O=C(OCC(=O)N1CCN(c2cccc(Cl)c2)CC1)c1ccco1	-13%	i	9%	-9%	13%	-7%	17%	31	6%
